Source: PubChem BioAssay (Fisher Drug Discovery Resource Center)
mcGAS lum – mouse cGAS inhibition by luminescence; inhibition, % at 12.5 µM; recombinant cGAS, Kinase-Glo ATP depletion luminescence; 0.15% of 160,000 active;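 also: 0% = negative control wells and 100% = reference inhibitor with no enzyme activity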
hcGAS lum – blocks human cGAS activity; inhibition, % at 12.5 µM; 0.081% of 290,000 active; recombinant h-cGAS, ATP depletion, Kinase-Glo luminescence; Q8N884;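 also: 0% = vehicle reaction and 100% = reaction without DNA for no activity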
Target sequence (Q8N884 whole entry, looked up): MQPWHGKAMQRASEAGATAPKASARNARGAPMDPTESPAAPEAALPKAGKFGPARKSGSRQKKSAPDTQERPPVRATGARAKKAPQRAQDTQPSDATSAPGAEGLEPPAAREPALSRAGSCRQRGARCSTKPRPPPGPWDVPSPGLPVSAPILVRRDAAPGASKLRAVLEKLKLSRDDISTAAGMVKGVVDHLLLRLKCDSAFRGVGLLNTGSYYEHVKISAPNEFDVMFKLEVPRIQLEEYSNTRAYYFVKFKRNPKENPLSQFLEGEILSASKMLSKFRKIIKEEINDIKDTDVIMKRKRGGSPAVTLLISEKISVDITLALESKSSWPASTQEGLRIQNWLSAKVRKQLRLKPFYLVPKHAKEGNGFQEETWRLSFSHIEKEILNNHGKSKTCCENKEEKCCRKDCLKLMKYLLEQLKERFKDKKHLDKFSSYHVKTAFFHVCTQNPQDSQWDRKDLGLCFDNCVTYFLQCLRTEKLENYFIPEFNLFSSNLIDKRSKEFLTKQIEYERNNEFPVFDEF
NPYLR7 ag – activates Aedes aegypti NPYLR7 receptor. HEK293T NPYLR7/Galpha15, GCaMP6s calcium fluorescence. activation, % at 10 µM. 0.15% of 270,000 active. AID 1259423; in the data active = activation above about 40%;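 also: 0% = vehicle and 100% = reference agonist at the receptor; some compounds past the cut are filed as inactive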
Starred values were filed as active, the others as inactive. Rule as the data show it, unless noted: active = inhibition above about 40%; inactive = the rest.

What do the screens show for `COCCCN(CC(=O)N(Cc1ccccc1)Cc1cccn1Cc1cccc(OC)c1)C(=O)C1CC1`?
mcGAS lum: -3; hcGAS lum: -4; NPYLR7 ag: -7

How did C=CCN(CC(=O)N(CCc1ccc(OC)c(OC)c1)Cc1sccc1C)C(=O)Nc1cccc(Br)c1 do in these assays?
mcGAS lum: -4; hcGAS lum: -8; NPYLR7 ag: -5

How did CC(C)Nc1ccc(C(=O)NCCc2ccc(F)cc2)cn1 do in these assays?
mcGAS lum: 1; hcGAS lum: 0; NPYLR7 ag: -18

How did O=C(NCCN1CCCC1)c1cc(-c2ccccc2F)nc2cc(-c3ccccc3)nn12 do in these assays?
mcGAS lum: -5; hcGAS lum: 1; NPYLR7 ag: 22

What do the screens show for `CCc1cc(-c2ccc(S(C)(=O)=O)cc2)ccc1NC(C)=O`?
hcGAS lum: -3; NPYLR7 ag: 1

How did CCc1nc2ccc(C(=O)N3CCCCC3)cn2c1N(C)C(=O)Cc1ccccc1 do in these assays?
mcGAS lum: -1; hcGAS lum: 1; NPYLR7 ag: 5

What do the screens show for `CCOc1cccc2cc(-c3csc(NC(=O)CSc4ccccc4)n3)oc12`?
mcGAS lum: -8; hcGAS lum: -4; NPYLR7 ag: 21

How did CCc1ccc(C(=O)c2c(N)c(C(=O)Nc3ccc(C)cc3)c3ccccn23)cc1 do in these assays?
mcGAS lum: -8; hcGAS lum: -7; NPYLR7 ag: -4

How did Cc1cc(S(=O)(=O)Nc2ccc3c(c2)CN(C(=O)C2CC2)CC3)ccc1F do in these assays?
hcGAS lum: -3; NPYLR7 ag: 16

How did Nc1nnc(SCc2cc(F)cc(F)c2)s1 do in these assays?
hcGAS lum: -3; NPYLR7 ag: -15

Results for C#CCN1C(=O)[C@]2(C)[C@H](c3ccccc31)[C@@H](C(N)=O)CN2C(=O)N(C)C ?
mcGAS lum: -8; hcGAS lum: -9; NPYLR7 ag: -1

What do the screens show for `C=CCCOC(=O)N1CC(=O)N(Cc2ccccc2)CC(O)C1` (stereo not given)?
mcGAS lum: -6; hcGAS lum: -7; NPYLR7 ag: 9

Quoted at random: 2 entries already listed.
How did C=CCN(CC(=O)N(CCc1ccc(OC)c(OC)c1)Cc1sccc1C)C(=O)Nc1cccc(Br)c1 do in these assays?
mcGAS lum: -4; hcGAS lum: -8; NPYLR7 ag: -5

What do the screens show for `COCCCN(CC(=O)N(Cc1ccccc1)Cc1cccn1Cc1cccc(OC)c1)C(=O)C1CC1`?
mcGAS lum: -3; hcGAS lum: -4; NPYLR7 ag: -7

Other records
Results for NC(=O)c1ccc(Cl)c(NC(=O)c2ccnc(Oc3ccccc3)c2)c1 ?
mcGAS lum: -11; hcGAS lum: -6; NPYLR7 ag: 4

What do the screens show for `CCc1c(C(=O)O)c(C)nn1-c1ccc(F)cc1`?
mcGAS lum: -5; hcGAS lum: -5; NPYLR7 ag: 11

Results for CC(=O)c1[nH]c(C)c(C(=O)N2[C@@H]3CC[C@H]2CN(C)C(=O)C3)c1C ?
mcGAS lum: 0; hcGAS lum: 0; NPYLR7 ag: -9

Results for COCCCNC(=O)c1ccccc1N1CCC(NC(=O)c2ccc(Cl)c(Cl)c2)CC1 ?
mcGAS lum: -3; hcGAS lum: -3; NPYLR7 ag: 0

Results for COc1ccc(CCN(C)C(=O)C(C)Oc2ccccc2)cc1OC (stereo not given) ?
hcGAS lum: -2; NPYLR7 ag: -5

Results for N#CCCS(=O)(=O)c1ccc2[nH]c(=O)c(=O)[nH]c2c1 ?
mcGAS lum: -2; hcGAS lum: -12; NPYLR7 ag: 15

What do the screens show for `CCN(CC(=O)NC(=O)NC)C1CN(C(=O)OC(C)(C)C)C1`?
hcGAS lum: -6; NPYLR7 ag: 5

How did c1ccc2[nH]c(CSc3nc4ncccc4[nH]3)nc2c1 do in these assays?
hcGAS lum: 4; NPYLR7 ag: 11

How did Cc1cc(N2CCC3(CC2)CNC(=O)C3)nc2cc(F)ccc12 do in these assays?
hcGAS lum: -5; NPYLR7 ag: 23

Results for CCCCNC(=O)C(C#N)=Cc1ccc(F)c(Br)c1 ?
mcGAS lum: 11; hcGAS lum: -6; NPYLR7 ag: 1

How did CCN(CC)C(=O)CN(C)C(=O)C(O)(c1ccccc1)C(C)C (stereo not given) do in these assays?
hcGAS lum: -12; NPYLR7 ag: 2

Results for O=[N+]([O-])/C=C/c1cccn1-c1ccc(F)cc1 ?
mcGAS lum: 6; hcGAS lum: -1; NPYLR7 ag: -1

How did CCS(=O)(=O)Oc1ccc(Cl)cc1CN(CCOC)C(=O)Nc1ccccc1OC do in these assays?
mcGAS lum: -5; hcGAS lum: -11; NPYLR7 ag: 3

Results for CN(Cc1c(F)cccc1Cl)C(=O)/C=C/c1ccc(N2CCCC2=O)cc1 ?
hcGAS lum: -4; NPYLR7 ag: -2

What do the screens show for `CC(C)CC(=O)C(=O)N(C)CC1CCCN(CCc2ccccc2F)C1` (stereo not given)?
hcGAS lum: -8; NPYLR7 ag: 5

How did Cc1ccccc1CCNC(=O)C1CC2CCCC(C1)C2=O (stereo not given) do in these assays?
hcGAS lum: -4; NPYLR7 ag: 1

How did COc1ccc(/C=C2\C=C(c3ccccc3)N(c3cccc(O)c3)C2=O)cc1Br do in these assays?
mcGAS lum: -4; hcGAS lum: -5; NPYLR7 ag: 0

Results for CN(Cc1ccco1)C(=O)c1ccccc1N1CCC(NS(=O)(=O)c2ccc(Cl)cc2)CC1 ?
mcGAS lum: -6; hcGAS lum: -7; NPYLR7 ag: 1

How did CCOC(=O)Cn1c(=NC(=O)c2ccc(S(=O)(=O)N(C)C)cc2)sc2cc(C)ccc21 do in these assays?
hcGAS lum: -6; NPYLR7 ag: 4

What do the screens show for `N#CC1C(=N)OC2=C(C(=O)CCC2)C1c1c(F)cccc1Cl` (stereo not given)?
mcGAS lum: -4; hcGAS lum: -5; NPYLR7 ag: -1

How did N#Cc1cccc(CSCC(=O)NCc2ccco2)c1 do in these assays?
mcGAS lum: -5; hcGAS lum: -1; NPYLR7 ag: 4

What do the screens show for `OCC1OC(Oc2ccc(Cl)cc2Cl)C(O)C(O)C1O` (stereo not given)?
hcGAS lum: -4; NPYLR7 ag: -5

Results for CCCNc1nc(SC)nc2c1cnn2CCNC(=O)Cc1ccccc1 ?
mcGAS lum: -6; hcGAS lum: -1

What do the screens show for `O=C(Cn1cnc2ccccc2c1=O)Nc1ccc2c(c1)OCCCO2`?
hcGAS lum: -4; NPYLR7 ag: -5

Among those listed so far, 4 have an aryl thioether with sulfur outside any ring.
What do the screens show for `CCOc1cccc2cc(-c3csc(NC(=O)CSc4ccccc4)n3)oc12`?
mcGAS lum: -8; hcGAS lum: -4; NPYLR7 ag: 21

How did Nc1nnc(SCc2cc(F)cc(F)c2)s1 do in these assays?
hcGAS lum: -3; NPYLR7 ag: -15

How did c1ccc2[nH]c(CSc3nc4ncccc4[nH]3)nc2c1 do in these assays?
hcGAS lum: 4; NPYLR7 ag: 11

Results for CCCNc1nc(SC)nc2c1cnn2CCNC(=O)Cc1ccccc1 ?
mcGAS lum: -6; hcGAS lum: -1

The list continues:
What do the screens show for `COC(=O)CCCS(=O)(=O)NC(=O)CSCC1CCCO1` (stereo not given)?
hcGAS lum: -6; NPYLR7 ag: 9

How did CCCCCCCCC(=O)N1CCN(C(=O)CCN2CCc3sccc3C2c2cccc(F)c2)CC1 (stereo not given) do in these assays?
mcGAS lum: -5; hcGAS lum: -2; NPYLR7 ag: 7

Results for CC(C)N(Cc1ccc(OS(=O)(=O)c2cccc(C(F)(F)F)c2)cc1)C(=O)c1ccc(Cl)cc1 ?
mcGAS lum: -4; hcGAS lum: -1; NPYLR7 ag: -3

Results for NCCCn1cnc(-c2ccccc2)c1-c1cccc(Cl)c1Cl ?
mcGAS lum: -14; hcGAS lum: -4

Results for CC1Cc2cc(-c3cc(COC(=O)c4ccc(S(=O)(=O)N(C)C)cc4)no3)ccc2O1 (stereo not given) ?
hcGAS lum: 0; NPYLR7 ag: 0

What do the screens show for `CCOc1ccc(-n2nnc3c(N4CCN(S(=O)(=O)c5ccccc5)CC4)ncnc32)cc1`?
mcGAS lum: -9; hcGAS lum: -8; NPYLR7 ag: -8

How did CC(C)Cc1cc(CNC(=O)c2cn3c(n2)CNCC3)no1 do in these assays?
hcGAS lum: -3; NPYLR7 ag: 5

Results for O=C(NCc1cccs1)c1cc2nc(-c3ccc(F)cc3)cc(C(F)(F)F)n2n1 ?
mcGAS lum: -6; hcGAS lum: -6; NPYLR7 ag: -8

What do the screens show for `CCc1nc2c(OCC(=O)c3ccc(Cl)cc3Cl)cccn2c1N(C)C(=O)c1cccs1`?
mcGAS lum: -5; hcGAS lum: -4; NPYLR7 ag: 11

What do the screens show for `CS(=O)(=O)Oc1ccccc1CN(Cc1ccc(F)cc1)C(=O)c1ccccc1Cl`?
mcGAS lum: -5; hcGAS lum: -11; NPYLR7 ag: 5

Results for CCOC(=O)CN1C(=O)CN(C(=O)c2cc3ccccc3s2)CCC(OC)c2ccccc21 (stereo not given) ?
mcGAS lum: -7; hcGAS lum: -2; NPYLR7 ag: 4

What do the screens show for `COc1ccccc1CN(C)S(=O)(=O)c1ccc2c(c1)NC(=O)CC(=O)N2`?
hcGAS lum: -1; NPYLR7 ag: -1

What do the screens show for `CCc1ocnc1C(=O)NCc1ccc2[nH]c3c(c2c1)CCCC3`?
mcGAS lum: -9; hcGAS lum: -7

What do the screens show for `O=C(Cn1nnc2ccccc21)NCCSCc1ccc(Br)s1`?
mcGAS lum: -4; hcGAS lum: -5; NPYLR7 ag: 1

Results for O=C(Nc1cccnc1Oc1ccccc1)NC1CCCC1 ?
hcGAS lum: -9; NPYLR7 ag: 5

Results for S=c1[nH]c2ccccc2n1CCOc1ccc(Cl)cc1 ?
mcGAS lum: -6; hcGAS lum: -2; NPYLR7 ag: -3

How did O=S(=O)(NCc1ccccc1)N1CCN(C/C=C/c2ccccc2)CC1 do in these assays?
hcGAS lum: -3; NPYLR7 ag: -2

What do the screens show for `Cc1cc(NCc2cccc(C#N)c2)ccc1C(=O)N(C)C`?
mcGAS lum: -7; hcGAS lum: -11; NPYLR7 ag: 9

How did COc1ccc(NC(=O)NCCNc2cc(-n3ccnc3C)ncn2)c(OC)c1 do in these assays?
hcGAS lum: 6; NPYLR7 ag: 1

What do the screens show for `CC(=O)N1CC(C(=O)Nc2ccnn2C2CCCCC2)Oc2ccccc21` (stereo not given)?
mcGAS lum: -7; hcGAS lum: -7; NPYLR7 ag: -2

What do the screens show for `CCCN(Cc1ccc(C(C)(C)O)o1)Cc1sccc1C`?
mcGAS lum: -5; hcGAS lum: -8; NPYLR7 ag: 13

What do the screens show for `CCN(CC)CCSc1nc(C)cc(C)n1`?
mcGAS lum: -4; hcGAS lum: -7; NPYLR7 ag: -5

How did COCCN(Cc1ccc(OC)c(OC)c1)CC(O)COC(C)(C)C (stereo not given) do in these assays?
mcGAS lum: -2; hcGAS lum: -2; NPYLR7 ag: 8

Results for N#Cc1cccc(C(=O)N2CCN(c3ncccc3C(=O)NCc3cccs3)CC2)c1 ?
mcGAS lum: 0; hcGAS lum: -3; NPYLR7 ag: -13

How did O=C(c1c(F)c(F)cc(F)c1F)N1CCC(Cc2ccc(-n3cccc3)cc2)CC1 do in these assays?
mcGAS lum: -5; hcGAS lum: -5; NPYLR7 ag: 4

How did COC(=O)C1=C(C)NC(C)=C(C(=O)OC)C1c1ccco1 do in these assays?
mcGAS lum: -1; hcGAS lum: 10; NPYLR7 ag: 16

How did O=C(CC(c1cccc(F)c1)c1cn(Cc2ccccc2)c2ccc([N+](=O)[O-])cc12)NCc1ccc(F)cc1 (stereo not given) do in these assays?
mcGAS lum: -2; hcGAS lum: -2; NPYLR7 ag: -3

What do the screens show for `CNc1cnc(-c2cccc(CO)c2)cn1`?
hcGAS lum: -10; NPYLR7 ag: 4

What do the screens show for `O=C1CC(NC2CC2)C(=O)N1c1ccc(F)cc1` (stereo not given)?
hcGAS lum: -6; NPYLR7 ag: 1

Results for O=c1c2cc(Br)ccc2nc(-c2ccc3ccccc3c2)n1Cc1ccccc1 ?
mcGAS lum: -10; hcGAS lum: -4; NPYLR7 ag: -2

What do the screens show for `Cc1nn(CC(=O)Nc2ccc(Cl)cc2Cl)c(=O)c2ccccc12`?
mcGAS lum: -7; hcGAS lum: -8; NPYLR7 ag: 15

How did Cc1ccc(CN(C(=O)c2cnc(-c3cccnc3)nc2)C2CC2)s1 do in these assays?
mcGAS lum: -16; hcGAS lum: -6; NPYLR7 ag: -6

Results for CN(C(=O)c1cc2ccccc2[nH]1)C1CCCN(CCCc2ccccc2)C1 (stereo not given) ?
mcGAS lum: -11; hcGAS lum: -6

Results for O=S(=O)(N1CCCCCC1)N1CCC2(CCCNC2)C1 (stereo not given) ?
hcGAS lum: 1; NPYLR7 ag: -1

How did COc1cccc(-c2ccc(OC)c(OC)c2OC)n1 do in these assays?
mcGAS lum: -19; hcGAS lum: -6; NPYLR7 ag: 6

How did CCOc1ncccc1CN1CCCC(C(=O)Nc2cccc(SC)c2)C1 (stereo not given) do in these assays?
hcGAS lum: -3; NPYLR7 ag: -13

How did Cc1cc(CNC(=O)C2(N(C)CCc3ccccc3)Cc3ccccc3C2)on1 do in these assays?
mcGAS lum: -24; hcGAS lum: 1; NPYLR7 ag: -1

Results for COc1ccc(C2(C)NC(=O)N(NC(=O)CN(C)c3cnn(C)c3)C2=O)cc1 (stereo not given) ?
hcGAS lum: -9; NPYLR7 ag: 9

What do the screens show for `O=C(NCc1ccco1)c1ccc(-c2ccccc2)cc1`?
mcGAS lum: -8; hcGAS lum: -12; NPYLR7 ag: 16

Results for CCOC(=O)C1CCN(C(c2ccccc2)c2c(O)cc(C)n(Cc3ccco3)c2=O)CC1 (stereo not given) ?
hcGAS lum: -7; NPYLR7 ag: 7
